PREPL inh: inhibitors of human prolyl oligopeptidase-like enzyme PREPL. recombinant PREPL, fluorescence polarization activity-based probe. inhibition, % at 5.96 µM. AID 2751. Q4J6C6. actives 0.68% (n = 320,000); in the data active = inhibition above about 43%;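 also: 0% = enzyme with DMSO and 100% = wells lacking enzyme; many of its hits are not listed in these tables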
CTSL1 counter: cathepsin L1 inhibition, PFM18AAP counter-screen; recombinant F. hepatica cathepsin L1, Z-Leu-Arg-MCA fluorescence; inhibition, % at 5.96 µM; actives 0.49% (n = 300,000); AID 1906;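 active = inhibition above the mean of all tested compounds plus 3 SD, set per screening campaign, cut at about 17% in these data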;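 also: 0% = plate median of test compound wells and 100% = 1 µM Z-Phe-Ala-diazomethylketone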
LYPLA2 inh: counter-screen for PME1 inhibitors: inhibitors of human LYPLA2; recombinant LYPLA2, FP-Rh probe fluorescence polarization; actives 0.38% (n = 320,000); inhibition, % at 5.9 µM; O95372;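 active = inhibition above the screen-wide mean plus 3 SD, limit set per campaign, cut at about 26% in these data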;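 also: 0% = LYPLA2 with DMSO and 100% = wells lacking LYPLA2 enzyme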
Target sequence (O95372 whole entry, looked up): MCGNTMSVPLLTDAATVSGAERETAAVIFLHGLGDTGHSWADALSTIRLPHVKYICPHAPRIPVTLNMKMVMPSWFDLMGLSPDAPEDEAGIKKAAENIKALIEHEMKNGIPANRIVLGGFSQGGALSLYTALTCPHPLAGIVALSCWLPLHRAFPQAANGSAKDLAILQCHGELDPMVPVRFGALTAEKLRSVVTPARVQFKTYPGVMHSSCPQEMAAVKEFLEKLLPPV
core dimer inh: blocks dimerization of HCV core protein. TR-FRET GST/Flag-core106 dimerization, 1536-well. inhibition, % at 5 µM. actives 0.33% (n = 300,000);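 active = inhibition above the mean of all tested compounds plus 3 SD, set per screening campaign, cut at about 45% in these data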
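Material: GST/Flag-tagged HCV core106 proteins. Incubation: 4 h, 22.5 °C incubation. Read-out basis: inhibition (%) from 671 over 617 nm ratio. Measured by: TR-FRET, excitation 340 nm, emission 617 and 671 nm.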
PP5 inh: inhibitors of human protein phosphatase 5 (PP5). P53041. purified PP5c, OMFP substrate fluorescence. inhibition, % at 6.7 µM. actives 0.18% (n = 320,000). AID 1987;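 active = inhibition above the campaign's mean inhibition across all tested compounds plus 3 SD, cut at about 9.5% in these data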;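 also: 0% = DMSO only and 100% = 100 µM cantharidin control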
PP1 inh: counter-screen for PP5 inhibitors: inhibitors of human PP1-alpha | inhibition, % at 6.7 µM | P62136 | purified PP1alpha, OMFP fluorescence | actives 0.9% (n = 320,000);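 active = inhibition above the mean inhibition of all tested compounds plus 3 SD, computed separately for each screening campaign, cut at about 15% in these data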
Target sequence (P62136 whole entry, looked up): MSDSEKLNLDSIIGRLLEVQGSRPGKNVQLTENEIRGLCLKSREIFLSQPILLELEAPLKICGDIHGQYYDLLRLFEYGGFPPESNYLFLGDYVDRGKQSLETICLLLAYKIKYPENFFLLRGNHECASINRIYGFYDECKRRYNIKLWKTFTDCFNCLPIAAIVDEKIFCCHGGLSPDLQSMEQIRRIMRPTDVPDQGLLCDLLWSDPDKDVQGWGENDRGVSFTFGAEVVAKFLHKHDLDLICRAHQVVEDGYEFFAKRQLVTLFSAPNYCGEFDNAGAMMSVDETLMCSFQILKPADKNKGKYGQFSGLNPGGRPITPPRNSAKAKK
GASC-1 inh: inhibitors of human GASC-1 (JMJD2C) demethylase; GST-JMJD2C(1-420) H3K9me3 demethylation, DELFIA europium; inhibition, % at 2.35 µM; actives 0.069% (n = 330,000); AID 2099;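 active = more than half of a compound's replicate wells show inhibition beyond 50%, single wells judged on their own value; inconclusive = some, but no more than half, of replicates pass 50% inhibition; inactive = no replicate passes 50% inhibition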;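 also: signal counts dimethyl H3K9 product captured on neutravidin plate; 0% = median of DMSO wells and 100% = 0.3 times that DMSO median; strong numbers were not always called active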
Target sequence (Q9H3R0 1-420 limits assumed): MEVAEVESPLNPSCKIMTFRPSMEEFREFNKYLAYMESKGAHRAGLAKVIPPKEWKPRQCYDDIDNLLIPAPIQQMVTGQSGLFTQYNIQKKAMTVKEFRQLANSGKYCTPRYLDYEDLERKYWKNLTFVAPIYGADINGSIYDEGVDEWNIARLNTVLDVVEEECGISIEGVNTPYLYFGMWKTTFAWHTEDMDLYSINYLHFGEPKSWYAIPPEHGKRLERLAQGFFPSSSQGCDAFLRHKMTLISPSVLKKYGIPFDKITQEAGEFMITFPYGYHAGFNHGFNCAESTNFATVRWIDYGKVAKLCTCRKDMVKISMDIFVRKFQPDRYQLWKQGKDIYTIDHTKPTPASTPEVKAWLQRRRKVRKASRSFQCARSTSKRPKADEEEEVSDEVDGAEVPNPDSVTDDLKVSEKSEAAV
Efflux pump inh: inhibitors of Candida antifungal efflux pumps expressed in yeast. S. cerevisiae Candida pump triplex, Nile Red efflux. inhibition, % at 10 µM. actives 0.44% (n = 330,000). AID 485275;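 active = plate passing quality check with inhibition over a set limit, or well fluorescence over plate mean plus 4 SD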;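 also: Nile Red retained in pooled yeast measured as flow cytometry median fluorescence; 0% = buffer negative control and 100% = Enniatin B positive control; higher means more Nile Red kept so more efflux inhibition; some compounds called inactive have numbers as strong as hits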
TPT1 inhibitor: blocks Candida albicans tRNA 2'-phosphotransferase; recombinant caTPT1, FP RNA substrate dephosphorylation; inhibition, % at 5 µM; actives 0.81% (n = 300,000); AID 1962;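 active = inhibition above the mean of all tested compounds plus 3 SD, set per screening campaign, cut at about 24% in these data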;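 also: plate controls were DMSO alone for no effect and ferristatin control at 100 nM for full effect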
Numbers without * were called inactive; u = inconclusive; x = not tested or not shown; & = joins results of further samples. Not all compounds are listed. The share of hits here may be higher or lower than overall.

SMILES | PREPL inh | CTSL1 counter | LYPLA2 inh | core dimer inh | PP5 inh | PP1 inh | GASC-1 inh | Efflux pump inh | TPT1 inhibitor
CCOc1ccc2nc(SCC(=O)c3ccc(Cl)s3)sc2c1 | -17 | 0 | -10 | 0 | 2.2 | -1 | -11 | 0.1 | 23
O=C(c1cn(-c2ccccc2)nc1-c1cc2ccccc2oc1=O)N1CCOCC1 | -5 | 3 | 2 | -2 | -0.2 | 0 | 5 | 0.0 | -1
COc1ccc(C(=O)N2CCN(S(=O)(=O)c3ccc(Br)cc3)CC2)cc1 | 3 | x | -3 | x | 0.7 | 2 | 6 | -0.4 | x
CCN(c1cc(C)cc(C)c1)S(=O)(=O)c1nnc(NC(=O)c2ccco2)s1 | 21 | 5 | 9 | 0 | -0.3 | -2 | -3 | -0.3 | -4
O=C(CSc1nc(-c2ccco2)cc(C(F)(F)F)n1)NCC1CCCO1 (stereo not given) | -1 | 4 | 1 | -5 | -1.3 | -2 | 18&3 | -0.1 | -1
CCC(C)(C)NC(=O)CN(C(=O)CCC(=O)Nc1nccs1)c1ccc2c(c1)OCO2 | -8 | -1 | -1 | 15 | 1.1 | -2 | -4 | 0.4 | -3
O=C(CN1CC(c2ccccc2)CC1=O)N/N=C/c1cc(Br)ccc1O (stereo not given) | 12 | 3 | 2 | -7 | -0.4 | 1 | 4 | -0.1 | -6
Cc1cccc(NCc2cc(Cl)cc(Cl)c2O)n1 | -17 | 3 | -1 | -2 | 3.8 | 2 | -2 | -0.1 | 2
CC(=O)Nc1ccc(S(=O)(=O)NCCc2ccc(F)cc2)cc1 | -8 | -5 | -6 | 0 | 2.2 | 0 | 13 | 0.1 | 0
COCC(C)n1c(C)cc(C(=O)Cn2nc(C(=O)O)c3ccccc3c2=O)c1C (stereo not given) | 0 | -4 | -7 | 3 | -2.4 | -4 | 4 | 0.1 | 3
CCC(C)(C)n1nnnc1C(c1cccs1)N1CCCCC1 (stereo not given) | 2 | 3 | 10 | 3 | -2.1 | -1 | 11 | -0.1 | -1
CSC1=NCCN1C(=O)Cc1ccc(Cl)cc1 | 9 | 0 | 0 | 0 | -1.1 | -6 | -6 | -0.1 | -2
O=C(NNC(=O)c1ccccc1F)c1ccco1 | 3 | 5 | 13 | 11 | -1.9 | 0 | 0 | -0.1 | -4
CCNC(=O)COC(=O)CCNC(=O)c1ccc(Cl)cc1 | -3 | -2 | 4 | -4 | -0.9 | -1 | -2 | 0.1 | -1
CCN(Cc1ccccc1)C(=O)COC(=O)c1n[nH]c2ccccc12 | -11 | 0 | 18 | 3 | 1.8 | 3 | -2 | -0.3 | 0
CC(C(=O)Nc1ccc(F)cc1Cl)N1CCN(S(=O)(=O)c2cccs2)CC1 (stereo not given) | -29 | x | 4 | x | 1.0 | -1 | x | 0.1 | x
O=C(CSc1ccc2c(c1)OCCO2)N1CCN(c2ccccc2)CC1 | -22 | x | 0 | x | 5.3 | 3 | 0 | 0.0 | x
Cc1onc(-c2c(F)cccc2Cl)c1C(=O)OCC(=O)NCc1ccccc1 | 1 | x | 1 | x | 0.3 | 1 | 2 | 0.1 | x
Fc1c(CSC(=S)N2CCOCC2)cccc1CSC(=S)N1CCOCC1 | 10 | -2 | 2 | 3 | -3.2 | -6 | 14 | 0.0 | -1
O=C(Nc1ccccc1C(=O)Nc1nnc(C(F)(F)F)s1)c1ccccc1 | 15 | 5 | -17 | 9 | 2.2 | 5 | 8 | -0.1 | 2
COc1ccccc1C(=O)Nc1ccc2c(c1)CCCN2C(=O)c1cccs1 | -6 | 2 | -4 | 5 | 4.4 | 4 | u | 0.1 | 5
CC(C)Cn1c(N)c(C(=O)NCCN2CCOCC2)c2nc3ccccc3nc21 | 13 | 1 | 3 | -4 | 1.2 | -3 | -4 | 0.0 | 3
Cc1ccc(S(=O)(=O)N2CCCC2)s1 | 0 | 0 | 2 | 2 | -1.1 | -1 | 2 | 0.3 | -1
CCN1CCN(C(c2cccs2)C(C)NC(=O)C(=O)N2CCCCC2)CC1 (stereo not given) | 1 | 0 | -4 | -3 | -0.1 | -3 | 11 | -0.1 | -1
CSc1nc2ccc(NC(=O)c3ccc(=O)[nH]c3)cc2s1 | -1 | -3 | 5 | -3 | 1.0 | 1 | 23 | -0.1 | 1
CCCCC(=O)Nc1sc2c(c1C#N)CC(C)(C)OC2 | 3 | 1 | 2 | 1 | -0.4 | -4 | 14 | 0.1 | -2
Cc1ccc(-c2cc(C(=O)Nc3c(C)n(C)n(-c4ccccc4)c3=O)[nH]n2)c(O)c1 | 7 | -2 | 10 | 3 | 3.1 | -4 | -10 | 0.1 | 1
CN(C)c1cccc(C(=O)N2CCC(n3nccc3NC(=O)C3CCOC3)CC2)c1 (stereo not given) | 4 | -1 | -1 | 4 | 2.3 | 0 | -6 | 0.1 | -1
COc1ccc(CNCC(=O)Nc2cc(OC)cc(OC)c2)cc1 | -3 | 2 | 1 | 6 | -0.9 | -1 | -5 | 1.0 | -2
CS(=O)(=O)Oc1ccc(Br)c2cccnc12 | 5 | -3 | 4 | -6 | 1.1 | -3 | 39 | 0.1 | 4
COc1cccc(NC(=O)CN(C)C(=O)c2cc3c(s2)CCC3)c1 | -5 | 3 | -6 | 59* | 1.5 | 7 | 5 | 0.1 | 2
Cc1c(Cl)cccc1NC(=S)NCCC(C)C | -2 | 4 | 1 | -4 | 3.1 | -1 | -1 | 0.0 | 2
Cc1ccc(-n2c(=S)[nH]c3c(oc4ccccc43)c2=O)cc1C | 7 | -2 | -6 | 14 | 3.1 | -1 | 5 | 0.2 | 0
COc1ccc2cnn(-c3ccccc3C)c(=O)c2c1OC | 3 | 2 | 0 | 3 | -0.6 | -5 | -2 | 0.1 | -3
CCOc1ccc(N(CC(=O)NCCSCc2ccc(Cl)cc2)S(C)(=O)=O)cc1 | -25 | 1 | 0 | -3 | 3.7 | 3 | -6 | 0.1 | 4
C=CCn1c(C)nc2c(cnn2-c2ccccc2)c1=O | -1 | -2 | -2 | 2 | -1.6 | 9 | 10 | -0.1 | 2
CCCCNC(=O)c1ccccc1NC(=O)C1=C(C)OCCS1 | -2 | -1 | 0 | -13 | 1.1 | 6 | -7 | -0.1 | -2
COc1ccc(C(=O)C2CCCN(Cc3cccn3-c3ccccn3)C2)c(OC)c1 (stereo not given) | 24 | -1 | -1 | 2 | 2.9 | -2 | -7 | 0.0 | -2
CCOC(=O)c1ccccc1NC(=O)Cc1sc(-c2cccnc2)nc1-c1ccc(C)cc1 | -6 | 3 | -9 | -33 | 5.3 | 4 | 4 | 0.1 | 7
Cc1nc2cc(NC(=O)N3CCC(c4ccccc4)C3)ccc2n1C (stereo not given) | 11 | -2 | 5 | 0 | 0.4 | -5 | 1 | 0.0 | 2
Cn1nc(C(=O)NCc2ccccc2)cc1C(=O)NCc1ccccc1 | -1 | -1 | 1 | 8 | -0.2 | -1 | 6 | -0.1 | -2
CCN(Cc1ccccc1)C(=O)Cn1cc2c(n1)CCCC2 | 0 | -4 | -9 | 0 | 0.4 | -5 | 4 | 0.1 | 0
Cc1noc(C)c1S(=O)(=O)N1CCCCC1 | 5 | 0 | 1 | -2 | 2.0 | -1 | 13 | -0.1 | -4
O=C(Nc1cccnc1)c1cccnc1 | 12 | -1 | -2 | -2 | 3.7 | -1 | 11 | -0.1 | 0
O=C(CN1CCN(c2ccccn2)CC1)NC1CCCCC1 | -2 | 0 | -2 | -1 | -2.5 | -4 | 18 | -0.2 | 2

Copied from the list.
Entry of Cc1c(Cl)cccc1NC(=S)NCCC(C)C in core dimer inh: -4
Entry of Fc1c(CSC(=S)N2CCOCC2)cccc1CSC(=S)N1CCOCC1 in LYPLA2 inh: 2

Next records follow.
SMILES | PREPL inh | CTSL1 counter | LYPLA2 inh | core dimer inh | PP5 inh | PP1 inh | GASC-1 inh | Efflux pump inh | TPT1 inhibitor
COCCn1c(SCc2cccnc2)nnc1-c1c[nH]c2ccccc12 | -7 | -4 | -4 | -4 | -0.5 | 0 | 4 | -0.1 | -4
Cc1cccc(C)c1NC(=O)CNC(=O)c1c(C)nn(C)c1Cl | 4 | 2 | 0 | -6 | 3.9 | -1 | 7 | -0.2 | -2
O=C(NNC(=O)C12CC3CC(CC(O)(C3)C1)C2)c1csc(N2CCOCC2)n1 | 7 | -1 | -3 | -9 | 0.5 | 0 | 1 | -0.1 | 0
Nc1nc(SCC(=O)Nc2ccc3c(c2)CCC3)n[nH]1 | 3 | -1 | -8 | -5 | 0.5 | 1 | -23 | 0.2 | 5
Cc1cc(S(=O)(=O)Nc2ccc(C(=O)NCCCN3CCOCC3)cc2)ccc1F | 13 | -3 | 6 | -6 | 3.3 | -6 | -9 | -0.1 | 0
CCn1c(SCC(=O)c2c(N)n(C3CC3)c(=O)[nH]c2=O)nnc1-c1ccoc1C | 6 | x | 2 | x | 2.3 | 2 | 4 | 0.2 | x
O=C(OCC(=O)N1CCC(Cc2ccccc2)CC1)c1ccccc1F | -14 | x | 6 | x | 1.2 | -3 | -5 | 0.1 | x
O=C(NC(=S)Nc1ccccc1Br)C1CC1 | 1 | -1 | 5 | -1 | 3.4 | -2 | 4 | -0.5 | -3
COc1ccc(-c2cc(=O)[nH]c(N3CCN(Cc4ccccc4)CC3)n2)cc1 | -4 | 0 | 1 | -3 | 3.0 | -2 | 9 | 0.2 | 1
O=S(=O)(c1cccs1)N1CCN(c2ncccn2)CC1 | -22 | 1 | 6 | 1 | 2.5 | -1 | 9 | 0.0 | 0
Cc1cccc(OCC(=O)NC2CCCCCC2)c1C | 10 | 3 | -13 | 1 | -5.8 | -3 | 21 | -0.1 | 4
CCOc1cc(S(=O)(=O)NCc2cccnc2)c(C)cc1C | 8 | 4 | 2 | 12 | 0.2 | -6 | 6 | 0.1 | 0
Cc1c(N(C(=O)c2cnccn2)C2(C(=O)NC3CCCC3)CCCCC2)c(=O)n(-c2ccccc2)n1C | -11 | -2 | 1 | 2 | -1.1 | -2 | -41 | -0.1 | -1
O=C1CC(c2ccc3c(c2)OCCO3)Oc2ccccc21 (stereo not given) | 6 | -4 | 10 | -2 | 2.0 | -2 | -17 | 0.5 | -2
Cc1ccc(CCNC(=O)C2CCN(S(=O)(=O)c3cccc4nsnc34)CC2)cc1 | 16 | -2 | -2 | -3 | 3.3 | 2 | -20 | -0.2 | -1
c1ccc(COC2CCCN(Cc3nc(-c4cnccn4)no3)C2)cc1 (stereo not given) | 0 | 0 | 2 | 1 | -0.7 | -2 | -26 | -0.1 | -2
CCCCC(CC)C(=O)Nc1ccc(S(=O)(=O)Nc2nccs2)cc1 (stereo not given) | -8 | -2 | -6 | 3 | 5.1 | 0 | 4 | 0.1 | 0
CCc1cccc2c(C(=O)CSc3nncn3-c3ccccc3OC)c[nH]c12 | 4 | 0 | 9 | -3 | 6.0 | 0 | 3 | 0.0 | -5
CS(=O)(=O)N(CC(=O)N1CCc2ccccc2C1)c1ccccc1F | -26 | -2 | 8 | 3 | -0.1 | -3 | 11 | -0.1 | -3
Cc1nn(-c2ccccc2)c(Cl)c1C(=O)OC(C)C(=O)Nc1ccc2c(c1)OCO2 (stereo not given) | 1 | -2 | -4 | 13 | 4.4 | 5 | 6 | 0.1 | -1

Screens from PubChem BioAssay.
